Anesthetic bind: qHTS Assay for Identification of Novel General Anesthetics | Ferritin light chain (Equus caballus), P02791 | apoferritin/1-aminoanthracene competitive binding, fluorescence | Potency, µM (highest dose often 77.5 µM), for the others: top-dose activity change, negative = displacement, actives largely listed as inhibitors | actives 0.074% (n = 350,000); also: potency is read from the fitted curve at half-maximal effect; % is scaled to controls: 0 for no effect and ±100 for the full control effect; nearly all actives have a fitted effect of over 20% in size
Target sequence (P02791 2-175 limits assumed): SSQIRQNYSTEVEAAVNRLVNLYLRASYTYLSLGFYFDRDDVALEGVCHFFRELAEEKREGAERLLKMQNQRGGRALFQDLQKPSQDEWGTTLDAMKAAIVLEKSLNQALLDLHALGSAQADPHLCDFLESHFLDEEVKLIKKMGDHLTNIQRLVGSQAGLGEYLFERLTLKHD
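10 uM apoferritin + 50% sat. 1-AMA, PBS; cpd 10 min RT; Ex380/Em535 endpoint; normalized to free probe vs complex; 4-param Hill fit; propofol titration as pos. ctrl.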
APEX1 inh: qHTS Assay for Inhibitors of the Human Apurinic/apyrimidinic Endonuclease 1 (APE1); DNA repair nuclease/redox regulator APEX1 (Homo sapiens), P27695; AID 2517, 2012; Potency, µM (doses to about 65.8 µM), inactives show top-dose activity change, negative = inhibition, usual class: inhibitors; actives 0.35% (n = 350,000); recombinant APE1, TAMRA/BHQ-2 abasic DNA cleavage fluorescence;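 also: potency is read from the fitted curve at half-maximal effect; plate controls were vehicle for no effect and reference inhibitor for full effect; nearly all actives have a fitted effect of over 55% in size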
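Readout is kinetic fluorescence (ex 525, em 598 nm) from cleavage of 50 nM TAMRA/BHQ-2 THF abasic duplex by 0.75 nM APE1, compound added 15 min beforehand at RT.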
Pol kappa inh: qHTS for Inhibitors of Polymerase Kappa; Potency, µM (titrated, usually from 107 µM), for the others: at the highest dose activity, negative = inhibition, hits mostly inhibitors; AID 588579, 2011; purified Pol kappa, fluorescent DNA synthesis assay, 10 min; DNA polymerase kappa (Homo sapiens), Q9UBT6; actives 0.53% (n = 400,000); also: potency is read from the fitted curve at half-maximal effect; % is scaled to controls: 0 for no effect and ±100 for the full control effect
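First, compounds were pin-transferred onto 10 nM Pol kappa. After 15 min at room temperature, substrate was added to 50 nM final. Fluorescence was then measured kinetically at 0 and 10 min.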
RXFP1 antag: qHTS Assay for Antagonists of the Relaxin Receptor RXFP1; Relaxin receptor 1 (Homo sapiens), Q9HBX9; HEK293-RXFP1, relaxin-stimulated cAMP HTRF, 30 min; hits give low values; activity change, negative = inhibition, % at 57.5 µM; actives 0.59% (n = 350,000); AID 1259400, 2018;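 active = activity change of -60% or lower, but not beyond a set lower limit; inconclusive = change between -60% and -40%, or beyond the set limit; inactive = change above -40%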; also: % is scaled to controls: 0 for no effect and ±100 for the full control effect
PGK inhibitor: qHTS Assay to Find Inhibitors of Phosphoglycerate Kinase; Phosphoglycerate kinase, glycosomal (Trypanosoma brucei brucei), P07378; PGK/GAPDH coupled, Kinase-Glo luminescence, 60 min; Potency, µM (doses to about 57.5 µM), inactives show top-dose activity change, negative = inhibition, hits mostly inhibitors; actives 0.043% (n = 380,000); AID 602233, 2012; also: potency is read from the fitted curve at half-maximal effect; % is scaled to controls: 0 for no effect and ±100 for the full control effect; nearly all actives have a fitted effect of over 60% in size
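Recombinant glycosomal PGK reaction used 1,3-bisphosphoglycerate generated in-well by GAPDH (100nM final) in 100mM TEA pH 7.6, 5mM MgCl2, 0.01% Tween-20. After 60 minutes at room temperature, ATP was read by Kinase-Glo Plus luminescence end-point.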
POLB inh: qHTS Assay for Inhibitors of DNA Polymerase Beta; P06746; Pol beta primer extension/strand displacement, fluorescence kinetic; Potency, µM (series often up to 114 µM), without a hit: at the top dose activity change, negative = inhibition, hits mostly inhibitors; actives 1.3% (n = 340,000); also: potency is read from the fitted curve at half-maximal effect; % is scaled to controls: 0 for no effect and ±100 for the full control effect
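Kinetic readout of DNA synthesis with strand displacement by Pol beta. Compound and 10 nM enzyme sit 15 min at room temperature; 50 nM substrate starts the reaction, read immediately and at 10 min.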
Pol iota inh: qHTS for Inhibitors of Polymerase Iota; AID 588590, 2011; actives 1% (n = 390,000); DNA polymerase iota (Homo sapiens), Q9UNA4; Potency, µM (doses to about 115 µM), for inactives: top-dose activity, negative = inhibition, hits mostly inhibitors; Pol iota fluorescent replication assay, 10 min; also: potency is read from the fitted curve at half-maximal effect
Target sequence (Q9UNA4 whole entry, looked up): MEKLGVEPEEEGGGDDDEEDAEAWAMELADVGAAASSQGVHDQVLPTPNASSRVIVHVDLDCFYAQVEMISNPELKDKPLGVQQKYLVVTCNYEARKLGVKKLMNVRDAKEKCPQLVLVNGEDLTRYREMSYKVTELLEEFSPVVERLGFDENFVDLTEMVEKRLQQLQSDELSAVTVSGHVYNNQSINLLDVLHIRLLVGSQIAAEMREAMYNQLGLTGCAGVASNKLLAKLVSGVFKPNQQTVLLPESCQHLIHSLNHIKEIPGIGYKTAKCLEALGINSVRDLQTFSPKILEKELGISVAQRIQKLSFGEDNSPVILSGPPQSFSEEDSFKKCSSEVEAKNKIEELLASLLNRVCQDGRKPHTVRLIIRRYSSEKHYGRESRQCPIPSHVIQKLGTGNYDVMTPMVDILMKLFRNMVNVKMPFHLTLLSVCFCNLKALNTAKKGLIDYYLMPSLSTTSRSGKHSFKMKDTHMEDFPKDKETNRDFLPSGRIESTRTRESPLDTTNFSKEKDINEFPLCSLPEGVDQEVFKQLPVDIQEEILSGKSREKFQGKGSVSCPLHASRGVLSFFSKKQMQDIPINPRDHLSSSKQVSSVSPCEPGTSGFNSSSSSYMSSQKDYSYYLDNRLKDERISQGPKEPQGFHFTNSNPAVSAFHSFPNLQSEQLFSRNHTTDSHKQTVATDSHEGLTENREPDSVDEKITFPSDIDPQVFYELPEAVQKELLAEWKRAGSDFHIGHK
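Pol iota at 10 nM preincubated 15 min with compounds at room temperature; reaction started with fluorescent substrate, 50 nM final. Fluorescence read kinetically at 0 and 10 min; buffer-only wells as negative control.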
BLM inh: qHTS Assay for Inhibitors of Bloom's syndrome helicase (BLM); RecQ-like DNA helicase BLM (Homo sapiens), P54132; recombinant BLM DNA unwinding, fluorescence dequenching; Potency, µM (series often up to 56.1 µM), for inactives: top-dose activity change, negative = inhibition, actives largely listed as inhibitors; actives 0.2% (n = 350,000); AID 2528, 2010;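 also: potency is read from the fitted curve at half-maximal effect; plate controls were vehicle for no effect and no enzyme for full effect; nearly all actives have a fitted effect of over 35% in size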
Pol eta inh: qHTS for Inhibitors of Polymerase Eta; recombinant Pol eta, fluorescent DNA replication assay; Potency, µM (highest dose often 114 µM), inactives show top-dose activity change, negative = inhibition, most hits filed as inhibitors; actives 1.2% (n = 390,000); AID 588591, 2011; also: potency is read from the fitted curve at half-maximal effect; % is scaled to controls: 0 for no effect and ±100 for the full control effect
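Fluorescent replication assay: 50 nM final substrate added after a 15 min room-temperature compound preincubation with 10 nM enzyme. Signal taken at 0 min and again at 10 min.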
* marks the source's active call; other numbers are inactive results; i = inactive; ? = inconclusive; . = no result given; & = joins results of further samples; [ ] = dose if it differs, or a comment. Unless noted, calls follow the shape of the dose curve; as a rule, active = well fitted curve in the direction sought with a large enough effect; inconclusive = small, poorly fitted or top-dose-only effect, or another doubt; inactive = no such curve, though single readings can be large; an effect the other way counts as inactive or inconclusive. Not all compounds are listed; rates above refer to the full screens.

1	O=C(CNC(=O)c1cc(Cl)cc([N+](=O)[O-])c1)OCC(=O)N1CCCCC1
2	CC(=NNC(=S)N1CCCCCC1)c1cccc2cccnc12
3	O=S(=O)(c1cccc2cccnc12)n1cnc2ccccc21
4	Cc1ccccc1-n1nc(C)c(N=O)c1N
5	COc1ccc(CNC(=O)CCCn2nc([N+](=O)[O-])cc2C)cc1
6	CC(C)(C)c1ccc(S(=O)(=O)N2CCN(C(=O)c3ccc4c(c3)C(=O)N(Cc3ccncc3)C4=O)CC2)cc1
7	CC(C)(C)c1ccc(C(=O)Nc2nnc3n2CCS3)cc1
8	O=C(CN1CCCN(S(=O)(=O)c2ccc(F)cc2)CC1)Nc1ccccc1Br

Screen / compound no.	1	2	3	4	5	6	7	8
Pol eta inh	-13%	?	-23%	-3%	-13%	-7%	-1%	-21%
POLB inh	.	.	7%	26%	?	.	23%	0%
APEX1 inh	57%[activator]	.	-1%	3%	-6%	0%	.	-7%
Pol kappa inh	0%	-9%	-7%	-4%	-5%	-12%	-2%[60.1 µM]	2%
RXFP1 antag	-13	-8	-3	-2	-3	-5	-8	6
PGK inhibitor	-9%	-4%	8%	-4%	-5%	-8%	-1%	i
Pol iota inh	27%	10%	2%	-21%	0%	4%	41%[activator]	11%
BLM inh	.	.	1%	-3%	0%	.	-1%	1%
Anesthetic bind	.	.	6%	-5%	-8%	.	7%	-14%

Profiles as entered above.
CC(C)(C)c1ccc(C(=O)Nc2nnc3n2CCS3)cc1 as listed: Pol eta inh = -1%; POLB inh = 23%; APEX1 inh = .; Pol kappa inh = -2%[60.1 µM]; RXFP1 antag = -8; PGK inhibitor = -1%; Pol iota inh = 41%[activator]; BLM inh = -1%; Anesthetic bind = 7%
O=C(CN1CCCN(S(=O)(=O)c2ccc(F)cc2)CC1)Nc1ccccc1Br as listed: Pol eta inh = -21%; POLB inh = 0%; APEX1 inh = -7%; Pol kappa inh = 2%; RXFP1 antag = 6; PGK inhibitor = i; Pol iota inh = 11%; BLM inh = 1%; Anesthetic bind = -14%

(list continues)
9	O=c1[nH]c(/C(Cl)=C/c2cc(Cl)ccc2O)nc2cc(Cl)ccc12
10	CCOC(=O)C1(CCOc2ccccc2)CCN(Cc2cccn2-c2cccnc2)CC1
11	Cc1ccccc1C(=O)OCC(=O)NCC1COc2ccccc2O1 (stereo not given)
12	CCN(CC)CCn1cnc2c([nH]c3cccc(OC)c32)c1=O
13	O=C(/C=C/c1cccc([N+](=O)[O-])c1)NCCSCc1ccco1
14	Cc1ccc(NS(=O)(=O)c2ccc(CCC(=O)N3CCOCC3)cc2)cc1
15	O=c1cc(N2CCCCC2)nc2n1CCCS2
16	COc1cc(/C=N/n2nnnc2N)ccc1OC(C)C

Screen / compound no.	9	10	11	12	13	14	15	16
Pol eta inh	-13%	-14%	-23%	-5%	-2%	-6%	-5%	-12%
POLB inh	-25%	6%	.	2%	-1%	-1%	1%	29%
APEX1 inh	3%	19%	12%	2%	20%	-9%	7%	10%
Pol kappa inh	-14%	-6%	1%	-11%	-14%	-6%	-10%	-1%
RXFP1 antag	.	-6	-7	4	3	-5	0	-21
PGK inhibitor	-3%	5%	6%	3%	0%	-3%	-7%	5%
Pol iota inh	11%	26%	22%	20%	-5%	0%	5%	1%
BLM inh	-7%	-4%	.	-6%	1%	5%	-1%	-1%
Anesthetic bind	-11%	-11%	.	1%	-8%	3%	-12%	-6%

17	COc1ccc2c(CNCCc3ccco3)c(C(=O)O)n(Cc3ccc(F)cc3)c2c1
18	CNC(=O)c1cc(NC(=O)N(CCC#N)CCN(C(=O)NC(Cc2ccccc2)C(=O)NC(CC(C)C)C(=O)NC)c2ccccc2)ccc1OC (stereo not given)
19	Cc1c(C)c2ccc(OC(C)C(=O)NC3CCN(Cc4ccccc4)CC3)cc2oc1=O (stereo not given)
20	NC(=O)c1ccccc1[N+](=O)[O-]
21	CC(=O)c1ccc(O)c(CSC2=NCCS2)c1
22	Cc1ccccc1NC(=O)CSc1nnc2ccc(-c3cccnc3)nn12
23	O=C(NC1CCCC1)c1ccc(CSc2nc3cccnc3n2Cc2ccccc2)cc1
24	Cc1cccc(-n2c(SCN3C(=O)c4ccccc4C3=O)nc3ccccc3c2=O)c1

Screen / compound no.	17	18	19	20	21	22	23	24
Pol eta inh	-14%	-14%	-7%	-10%	-5%	-7%	-18%	.
POLB inh	?	.	46%	.	-3%	.	16%	14%[57.1 µM]
APEX1 inh	.	.	2%	6%&0%	-1%	1%	.	0%
Pol kappa inh	-8%	0%	0%	-18%	-7%	-4%	-4%	.
RXFP1 antag	.	-1	-3	.	0	-1	-2	.
PGK inhibitor	-4%	-1%	-3%	-11%	7%	-4%	13%	.
Pol iota inh	-5%	12%	35%[activator]	19%	48%[activator]	-16%	-3%	.
BLM inh	3%	.	-14%	.	2%	.	-5%	0%
Anesthetic bind	-10%	.	-6%	.	7%	.	-17%	-14%

Some values from above:
Value of Cc1cccc(-n2c(SCN3C(=O)c4ccccc4C3=O)nc3ccccc3c2=O)c1 under Anesthetic bind: -14%
Value of Cc1c(C)c2ccc(OC(C)C(=O)NC3CCN(Cc4ccccc4)CC3)cc2oc1=O (stereo not given) under APEX1 inh: 2%

(next part)
25	COC(=O)c1[nH]c(=O)c2ccccc2c1OCc1ccccc1
26	O=C(Cn1ncc2c([nH]c3ccccc32)c1=O)NCCc1ccccc1
27	COc1ccccc1NC(=O)c1cc(N2C(=O)C3C4CCC(C4)C3C2=O)ccc1Cl (stereo not given)
28	COc1ccc(S(=O)(=O)c2c(O)c(C)cc(NS(=O)(=O)c3ccc(Cl)cc3)c2C(C)C)cc1
29	O=C(N/N=C/c1ccc[nH]1)c1cccc([N+](=O)[O-])c1
30	CC(C)C(OC(=O)c1cccs1)C(=O)NCc1ccc(F)cc1 (stereo not given)
31	O=C(COc1cc(Cl)c(Cl)cc1Cl)NCCN1CCOCC1
32	CC(C)NC(=O)C1=NN(c2ccccc2)C(=O)CC1

Screen / compound no.	25	26	27	28	29	30	31	32
Pol eta inh	-6%	-9%	-21%	-6%	-3%	7%	-7%	-23%
POLB inh	-7%	2%	-21%	1%	3%	27%	17%	22%
APEX1 inh	3%	6%	12%	.	2%	17%	3%	11%
Pol kappa inh	-2%	-1%	-12%	-4%	-11%	-15%	0%	-5%
RXFP1 antag	-6	31	-14	.	-7	9	-17	-5
PGK inhibitor	-2%	-6%	-5%	-4%	11%	7%	i	2%
Pol iota inh	15%	-13%	34%[activator]	-4%	133%[activator]	19%	-2%	151%[activator]
BLM inh	0%	0%	-5%	-11%	-7%	-3%	3%	0%
Anesthetic bind	-18%	-2%	-15%	8%	-11%	-7%	3%	-3%

33	COc1ccc(OC)c(NC(=O)CN(C)S(=O)(=O)c2ccc3nc(C)sc3c2)c1
34	Cc1cccc(C)c1Nc1nnc(SC(C)C(=O)Nc2c(C)n(C)n(-c3ccccc3)c2=O)s1 (stereo not given)
35	COc1ccccc1NC(=O)c1oc2ccccc2c1NC(=O)COc1ccccc1OC
36	O=[N+]([O-])c1cccc(N(CC2CO2)S(=O)(=O)c2ccccc2)c1 (stereo not given)
37	CCOC(=O)C1CCCCN1Cc1ccccc1C(F)(F)F (stereo not given)
38	OCCC1CN(Cc2ccc3nonc3c2)CCN1Cc1ccsc1 (stereo not given)
39	Cc1ccc(C(=O)n2c(-c3ccccc3)cnc2SCC(=O)Nc2ccc(C)cc2C)cc1
40	Oc1ccc(COCc2ccccc2)c2cccnc12

Screen / compound no.	33	34	35	36	37	38	39	40
Pol eta inh	-7%	-7%	-14%	-11%	-4%	-6%	-11%	-9%
POLB inh	5%	20%	2%	24%	-2%	0%	10%	?
APEX1 inh	1%	12%	.	8%[12.4 µM]	-3%	4%	-9%	3%&-9%
Pol kappa inh	-4%	-1%	-14%	5%	-9%	-8%	-22%	-6%
RXFP1 antag	-9	-9	-4	-9	-1	-10	-3	-17
PGK inhibitor	-9%	-5%	i	-4%	-5%	16%	0%	-7%
Pol iota inh	26%	-14%	6%	18%	?	163%[activator]	-4%	-5%
BLM inh	3%	4%	-6%	-1%	1%	0%	-6%	3%
Anesthetic bind	-2%	-9%	8%	2%	-8%	-5%	-20%	?

41	O=C1NN(c2ccc(Cl)c(Cl)c2)C(=O)/C1=C/c1ccc(-c2ccccc2C(=O)O)o1
42	COc1cc(C(=O)c2ccccc2C(=O)O)c(OC)c2c1CCCC2
43	CC(C)(C)c1cc(N2CCOCC2)n2ncc(-c3ccc(Cl)cc3)c2n1
44	CCOC(=O)CC1C(=O)NCCN1S(=O)(=O)c1ccc(Cl)c(Cl)c1 (stereo not given)
45	CC(NC(=O)CCc1nnc(-c2ccccc2)o1)c1ccccc1 (stereo not given)
46	Cc1ccc(OCC(=O)NC2=NCCS2)cc1

Screen / compound no.	41	42	43	44	45	46
Pol eta inh	20µM*	-11%	-22%	7%	-10%	-20%
POLB inh	32µM*	.	2%	10%	20%	44%
APEX1 inh	-23%	.	43%	5%	4%	-1%
Pol kappa inh	40µM*	-5%	11%	-7%	0%	-16%
RXFP1 antag	-23	-5	-20	-1	-7	-7
PGK inhibitor	?	4%	-10%	-5%	-15%	0%
Pol iota inh	5µM*	8%	-6%	19%	14%	-2%
BLM inh	-2%	.	-2%	1%	0%	1%
Anesthetic bind	2%	.	-4%	-12%	-4%	-10%
